GlmU inhibition – inhibition of mycobacterial GlmU enzyme – biochemical, glucosamine-1-phosphate acetyltransferase (AID 1376) | M. tuberculosis GlmU acetyltransferase enzyme assay; higher % means a stronger effect | inhibition, %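 (tested at 30 µM in the primary screen)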; hits with a dose series show IC50 in µM | 220,000 tested, 0.25% active; in the data active = inhibition above about 13%; inconclusive = no clear call, values can overlap the other calls;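 also: 0% = complete reaction with vehicle and 100% = reaction without substrate; strong numbers were not always called active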
Mtb RmlCD inh – blocks M. tuberculosis RmlC and RmlD coupled enzymes. P9WH09+P9WH11. RmlC+RmlD coupled enzyme assay, percent inhibition; primary screen in compound mixtures. inhibition, % at 3.6 µM. 160,000 tested, 0.03% active; in the data active = inhibition mostly above about 34%, no sharp cut-off; inconclusive = no clear call, values can overlap the other calls; inactive = mostly below about 22%; also: some results filed as inactive read as strong as hits
Target sequence (P9WH09 whole entry, looked up): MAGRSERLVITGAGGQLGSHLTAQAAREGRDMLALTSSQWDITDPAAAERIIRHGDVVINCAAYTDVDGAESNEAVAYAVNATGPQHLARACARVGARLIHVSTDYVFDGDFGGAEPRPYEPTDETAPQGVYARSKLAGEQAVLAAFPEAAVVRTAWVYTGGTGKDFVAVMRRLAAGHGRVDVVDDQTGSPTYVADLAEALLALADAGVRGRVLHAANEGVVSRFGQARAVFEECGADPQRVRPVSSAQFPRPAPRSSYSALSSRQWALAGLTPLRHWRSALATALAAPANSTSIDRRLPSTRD
Target sequence (P9WH11 whole entry, looked up): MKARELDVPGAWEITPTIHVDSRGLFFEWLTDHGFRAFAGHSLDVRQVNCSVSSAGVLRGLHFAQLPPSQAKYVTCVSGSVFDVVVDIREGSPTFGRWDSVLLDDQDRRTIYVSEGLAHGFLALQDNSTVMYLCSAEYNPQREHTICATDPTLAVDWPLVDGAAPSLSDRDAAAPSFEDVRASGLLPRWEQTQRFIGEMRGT
* marks the source's active call; other numbers are inactive results; ? = inconclusive; . = no result given. Not all compounds are listed, so the mix of outcomes need not match the whole.

entry	SMILES	GlmU inhibition	Mtb RmlCD inh
1	COc1ccc(OC)c(NC(=O)CCCN2C(=S)NC(C)(C)CC2C)c1 (stereo not drawn)	1.0%	1.1
2	CCn1cc(C(c2ccccc2)C(C(C)=O)[N+](=O)[O-])c2ccccc21 (stereo not drawn)	4.7%	-9.5
3	COc1ccc(-c2csc(Nc3cccnc3)n2)cc1	0.4%	49.2
4	OCC1(Cc2ccccc2)CCN(Cc2ccccn2)CC1	1.4%	3.4
5	CS(=O)(=O)N1CCN(C/C=C/c2ccccc2)CC1	1.5%	-3.5
6	COc1cccc(-n2c(SCC(=O)Nc3nccs3)nnc2-c2ccoc2C)c1	-5.8%	.
7	COc1ccc(CNC(=O)C(c2ccncc2)N(C(=O)Cc2cccs2)c2ccccc2C)cc1 (stereo not drawn)	1.0%	3.9
8	O=c1c2c(-c3ccccc3)csc2ncn1/N=C/c1ccc(O)c([N+](=O)[O-])c1	-8.1%	.
9	Cn1cc(CCC(=O)NCc2ccc3c(c2)OCO3)c2ccccc21	-0.9%	.
10	CCOC(=O)c1cn(CC)c2cc(N3CCSCC3)c(F)cc2c1=O	2.4%	7.6
11	Cc1ccc(-c2csc3ncnc(N4CCN(C(=O)c5ccccc5)CC4)c23)cc1	-0.8%	-10.5
12	CC(NCCN(C)C)C(=O)C12CC3CC(CC(C3)C1)C2 (stereo not drawn)	-4.0%	13.8
13	O=S(=O)(CCN(CCS(=O)(=O)C(F)(F)F)CC1CCCO1)C(F)(F)F (stereo not drawn)	-6.7%	.
14	Fc1cc2ncn(Cc3ccccc3)c2cc1F	-1.3%	1.6
15	N#C/C(=C\c1cc([N+](=O)[O-])ccc1Cl)C(N)=O	-7.8%	14.7
16	Cc1ccccc1CSc1nnc(-c2cccs2)n1Cc1ccco1	0.7%	-2.1
17	COCCN(Cc1cn(C)nc1-c1ccccc1F)C(C)C	-1.5%	7.5
18	Cc1ccc2c(Cl)cc(Cl)c(OCC(=O)NC(=O)NCc3ccco3)c2n1	-7.9%	52.8
19	Cc1ccc(NC(=O)c2nnn(-c3cc(C)cc(C)c3)c2N)cc1	4.2%	-6.1
20	CN(C)/C=C(/C#N)C(=O)c1cccc(Oc2ccc(C(C)(C)C)cc2)c1	-0.5%	7.1
21	COc1ccc(/C=c2\s/c(=C\C(=O)C(C)(C)C)[nH]c2=O)cc1O	-2.9%	.
22	COCCCNC(=O)c1c(NC(=O)c2ccccc2)n(Cc2ccccc2)c2nc3ccccc3nc12	2.6%	.
23	O=C(Nc1cccn2ncnc12)c1ccc(Cl)cc1	-0.5%	.
24	CCSc1ccc(C(=O)NCC(=O)O)cc1	-2.8%	.
25	CCCC(c1nnnn1C(C)(C)CC)N(Cc1ccco1)Cc1cc2ccc(OC)cc2[nH]c1=O (stereo not drawn)	2.8%	13.4
26	Cc1cc(C(=O)NCc2cccs2)cs1	4.5%	12.8
27	CNC(=O)CCc1ccc(OC)cc1	-0.7%	-1.6
28	CCOc1ccc(/C(C)=N/NC(=O)Cn2nc([N+](=O)[O-])cc2C)cc1	1.0%	.
29	Cc1[nH]c2ccccc2c1C(=O)CN1CCC(C)CC1	4.5%	.
30	O=C(COc1ccc(Cl)cc1Cl)N1CCCN(C(=O)COc2ccc(Cl)cc2Cl)CC1	1.0%	5.1
31	CCN1/C(=C/c2ccc3cc(C)cc(C)c3[n+]2CC)Sc2cc(C)ccc21	-6.1%	1.9
32	CCCC(=O)N1CCN(c2ccc(NC(=O)c3ccc(Br)o3)cc2)CC1	4.0%	13.4
33	CCN1C(=O)C(CC(=O)NC)N(NC(=O)c2ccccc2)C1=S (stereo not drawn)	-1.0%	.
34	Cc1ccc(-n2c(SCC(N)=O)nnc2-c2cnccn2)cc1	1.5%	-9.5
35	Cc1cc(S(=O)(=O)NCCN2CCOCC2)c(C)s1	-2.5%	.
36	CCOC(=O)C1CCN(C(=O)Cn2cc3c(n2)CCC(C)C3)CC1 (stereo not drawn)	-1.4%	-8.6
37	O/N=C(/CN(O)/C=C1/C=CC=N1)c1cccs1	-0.3%	2.7
38	CCN(CC)S(=O)(=O)c1ccc(NS(=O)(=O)c2ccc(C)c(C)c2)cc1	1.2%	.
39	N#CCCN1CCN(S(=O)(=O)c2ccc3c(c2)OCCCO3)CC1	1.4%	.
40	O=C(COC(=O)C1CC1)Nc1ccc(N=Nc2ccccc2)cc1	2.9%	.

Whole records from above. Values in the order: GlmU inhibition, Mtb RmlCD inh
CCSc1ccc(C(=O)NCC(=O)O)cc1 across the screens: -2.8%, .
Cc1cc(S(=O)(=O)NCCN2CCOCC2)c(C)s1 across the screens: -2.5%, .
CCCC(=O)N1CCN(c2ccc(NC(=O)c3ccc(Br)o3)cc2)CC1 across the screens: 4.0%, 13.4
COCCCNC(=O)c1c(NC(=O)c2ccccc2)n(Cc2ccccc2)c2nc3ccccc3nc12 across the screens: 2.6%, .

(next part)
entry	SMILES	GlmU inhibition	Mtb RmlCD inh
41	CCOC(=O)c1nnn(-c2nonc2N)c1CN(C)C1CCCCC1	2.5%	-0.5
42	CC1=CC(C)C2C(=O)N(c3ccccc3)C(=O)C2C1 (stereo not drawn)	-3.0%	-3.5
43	Cc1cc(=O)oc2cc(OCC(=O)Nc3nnc(CC(C)C)s3)ccc12	-4.4%	?
44	CCCCN1CCc2[nH]c(=S)[nH]c(=O)c2C1	1.8%	8.6
45	CCCn1nc(C(=O)Nc2cccc(C(=O)OC)c2)c2ccccc2c1=O	1.6%	-19.3
46	Cc1ccc(-c2nnn(CC(=O)N(CCO)C(C(=O)NC3CCCCC3)c3ccncc3)n2)o1 (stereo not drawn)	5.9%	-7.3
47	CCC(CC)C(=O)Nc1cc(C)cc(C)c1	-2.0%	.
48	COc1ccc(Cn2nnnc2CN2CCC(O)(c3ccc(F)cc3)CC2)cc1	-6.4%	2.6
49	C(=N\N1CCN(Cc2ccccc2)CC1)/c1cccs1	0.5%	19.8
50	Cc1cc(C)n2nc(C(=O)OCC(=O)N(CC(C)C)CC(C)C)nc2n1	2.0%	5.4
51	C#CC[N+](C)(C)CC#Cc1ccccc1	1.4%	2.9
52	O=C(O)CSc1nc(-c2ccccc2)c(-c2ccccc2)[nH]1	-4.6%	4.9
53	CCc1sc(-c2c(C#N)c(N)nc3c2CCCCCC3)cc1[N+](=O)[O-]	-1.8%	.
54	O=C(Nc1cnn(Cc2c(Cl)cccc2Cl)c1)C(c1ccccc1)c1ccccc1	-3.9%	13.1
55	CCOc1cc(/C=N/NC(=O)c2cccs2)ccc1OC(=O)N1CCOCC1	0.1%	-22.2
56	Cc1sc(NC(=O)c2ccccc2)c(C#N)c1-c1ccccc1	-4.3%	-16.6
57	O=C1C2C3C=CC(C3)C2C(=O)N1c1ccc(S(=O)(=O)Nc2nccs2)cc1 (stereo not drawn)	3.0%	-2.5
58	CNC(=O)c1ccsc1NC(=O)CN1C(=O)CCC1=O	4.2%	.
59	CCOC(=O)Cc1nn(C)c(=O)c2ccccc12	9.6%	.
60	O=C(NC(=O)c1ccccc1Cl)Nc1ccc(-c2cnco2)cc1	.	43.9
61	O=C(Nc1ccc2c(c1)OCCO2)C1CCN(C(=O)c2ccc([N+](=O)[O-])cc2)CC1	-5.5%	40.7
62	CCc1c(O)c(/C(C)=N\O)c(=O)n(-c2ccccc2)c1-c1ccccc1	0.4%	4.9
63	O=C(c1ccc2c(c1)OCO2)N1CCC2(CC1)Oc1ccc(Cl)cc1C(=O)C21CC(c2ccccc2)=NO1 (stereo not drawn)	-3.1%	.
64	Cc1ccc(NC(=O)CCC(=O)N/N=C/c2cccs2)cc1C	6.3%	-4.8
65	CSc1ccc(S(=O)(=O)Nc2ccc(NC(C)=O)cc2)cc1	0.2%	2.9
66	CCCOc1ccc(-c2nnn(CC(=O)Nc3cccc(C(=O)OC)c3)n2)cc1	1.4%	.
67	CCc1cc2c(=O)n(-c3ccc(Br)cc3)cnc2s1	3.7%	13.1
68	c1ccc(N2CCOCCOCCOCCOCC2)cc1	0.8%	-8.3
69	CCCn1c(=O)c2ccccc2n2c(SCc3nc4ccccc4s3)nnc12	8.2%	7.0
70	Cc1cccc(/C=C(\C(=O)C(=O)O)c2ccc3ccccc3n2)c1	3.2%	5.1
71	Cc1cc(C(=O)NCCCOC(C)C)c2ccccc2n1	1.8%	-0.1
72	Cc1ccc(N2CC(C)Cn3c2nc2c3c(=O)n(CC(=O)OCc3ccccc3)c(=O)n2C)cc1C (stereo not drawn)	-0.4%	5.9
73	Cc1nc(N2CCOCC2)sc1C(=O)NN	-2.4%	-7.0
74	COc1ccc(Cn2nnnc2C(c2ccccc2Cl)N2CCC(C(N)=O)CC2)cc1 (stereo not drawn)	1.0%	-4.0
75	O=C(NCc1ccco1)C12CN(Cc3ccccc3)CC1C(c1ccc([N+](=O)[O-])cc1)=NO2 (stereo not drawn)	2.2%	13.1
76	CCOC(=O)c1ccccc1NC(=O)c1ccccc1NS(C)(=O)=O	8.3%	1.9
77	CC(OC(=O)c1ccc(NS(=O)(=O)c2ccc3[nH]c(=O)[nH]c3c2)cc1)C(=O)Nc1ccc(Cl)cc1 (stereo not drawn)	-8.0%	-5.2
78	CCOc1ccc(N2CC(C(=O)Nc3ccc(F)cc3F)CC2=O)cc1 (stereo not drawn)	2.8%	.
79	COc1cc(OC)c(OC)cc1/C=N/Nc1ncnc2c1[nH]c1ccccc12	3.2%	2.2
80	CN1CCN(c2ccc([N+](=O)[O-])c(NCc3ccco3)c2)CC1	1.4%	-13.6
81	CCc1ccccc1NC(=S)N(Cc1cccc(C)c1)c1cccnc1	-6.4%	16.3
82	COc1cc2c(=O)n(CC3CCCO3)c(=O)n(CC(=O)Nc3cccc(Cl)c3)c2cc1OC (stereo not drawn)	-3.1%	.
83	CCCCNC(=O)[C@@H]1CC=C[C@@H]2CCN(Cc3ccc(Cl)c(Cl)c3)C(=O)[C@@H]21	0.4%	.
84	CCCCNC(=O)CN1C(=O)NC2NC(=O)NC21 (stereo not drawn)	0.8%	-4.0
85	O=C(Cn1nnc2ccccc2c1=O)NCCc1ccc(Cl)cc1Cl	-6.8%	-11.2
86	O=C1C(Nc2ccccc2)=C(N2CCCCC2)C(=O)c2ccccc21	-3.9%	-4.2
87	CN1CCN(C(=O)/C(=C\c2cccs2)NC(=O)c2cccs2)CC1	0.8%	8.4
88	O=C(CSCc1c(F)cccc1Cl)Nc1cccnc1	7.7%	-0.9
89	Oc1ccc(/C=N/NC2=NCCCCC2)cc1	0.2%	6.2
90	CCn1cc(C(=O)OCC(=O)Nc2ccc(C(C)C)cc2)c(=O)c2ccc(C)nc21	2.1%	9.6
91	O=C1COc2ccc(-c3n[nH]c(=O)c4ccccc34)cc2N1	-3.5%	-9.1
92	C/C(=N\NC(=O)c1cccc(S(=O)(=O)N2CCCC2)c1)c1ccco1	-6.1%	.
93	COC(=O)c1sc(S(=O)(=O)NCCC(=O)O)c(C(=O)OC)c1C	-2.1%	-12.4
94	COc1ccc(CCN)cc1OC	-0.1%	.
95	Cc1ccsc1/C=C1\SC(N)=NC1=O	.	-6.9
96	O=C(/C=C/c1ccccc1)N/C(=C/c1ccccc1)C(=O)N1CCCCC1	-4.2%	-1.8
97	O=[N+]([O-])c1c(Nc2ccccc2)ccc2nonc12	-0.1%	7.4
98	CCCSc1nsc(NC(=O)CCC)n1	-7.0%	-7.2
99	COc1nc(N=C(N)N)nc2ccc(C)cc12	-3.6%	13.2
100	Cc1noc(C)c1S(=O)(=O)N1CCC(C(=O)N(C)Cc2ccccc2)CC1	3.1%	-2.0

(further entries)
entry	SMILES	GlmU inhibition	Mtb RmlCD inh
101	Cc1ccc(S(=O)(=O)N2CCC(C(=O)OCc3ccc([N+](=O)[O-])cc3)CC2)cc1	-1.0%	-7.5
102	COc1ccc(/C=C/C(=O)OCCNC(=O)c2ccncc2)cc1OC	6.7%	-10.6
103	COc1ccc(C(C)=O)cc1CSc1nnc2c(Cl)cc(Cl)cn12	4.5%	.
104	O=C(NCc1ccccn1)c1ccco1	3.7%	-3.3
105	COCCNC(=S)Nc1ccc(S(=O)(=O)Nc2cnc3ccccc3n2)cc1	-5.2%	18.6
106	CSc1oc(-c2ccco2)nc1S(=O)(=O)c1ccc(Br)cc1	-2.5%	-6.2
107	O=C(O)CCCNCc1ccccc1F	3.9%	6.0
108	COc1ccc(/C=C2\NC(=O)C(C=NCc3ccccc3)=C2O)cc1	1.4%	-1.8
109	COc1ccc(NCc2nnc(SCC(=O)Nc3ccccc3)n2C)cc1	-8.1%	.
110	CCOC(=O)c1cc(NC(=O)N(C(C)C)C(C)C)c(C)nc1C	2.4%	.
111	CCc1nnc(NC(=O)C(CC)c2ccccc2)s1 (stereo not drawn)	1.3%	-0.1
112	O=C(OC[C@@H]1CCCN2CCCC[C@H]12)c1cc2ccccc2oc1=O	3.2%	.
113	Cc1cc(=O)[nH]c(N/N=C/C=C/c2ccccc2)n1	-1.4%	-8.8
114	CC[N+](C)(C)Cc1ccccc1Br	5.4%	.
115	CCOC(=O)C1CCCN(S(=O)(=O)c2ccccc2)C1 (stereo not drawn)	5.1%	8.5
116	C[C@]12C[C@H](O)[C@@H]3c4ccc(O)cc4CCC3[C@@H]1CCC2=O (stereo partly drawn)	0.2%	.
117	CCOC(=O)c1c(C)[nH]c(C=Nc2ccc(OC)cc2)c1O	-6.6%	.
118	COc1ccc2[nH]c(C(=O)Nc3ccc4c(c3)OCO4)cc2c1	9.4%	-5.8
119	COC(=O)CN(n1cnnc1)S(=O)(=O)c1ccccc1Cl	7.5%	.
120	Cc1ccc2c(c1)N(CCC(=O)NC(C)C)C(=O)CO2	5.6%	9.6

Screening results from PubChem BioAssay.
